# Screening data deposited in PubChem BioAssay by several laboratories.
# NadD inh = NadD (S. aureus) enzyme inhibition; AID 602399; inhibition, % at 20 µM; hit rate 0.78% among 360,000; purified NadD enzyme, colorimetric absorbance read-out; in the data active = inhibition above about 26%; note: some compounds past the cut are filed as inactive
# DNMT1 inh = DNMT1 (human) enzyme inhibition; P26358; DNMT1 molecular beacon, Hinp1I cleavage, fluorescence; hit rate 0.83% among 360,000; inhibition (reported as % activation of signal), % at 10 µM; AID 588458; in the data active = inhibition above about 50%
# Tb MetRS inh = blocks T. brucei methionyl-tRNA synthetase activity | purified T. brucei MetRS, ATP depletion, Kinase-Glo luminescence | inhibition, % at 11.9 µM | hit rate 0.4% among 360,000;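 active = inhibition above a per-plate cutoff of the control wells' mean inhibition plus 3 SD, cut at about 5.5% in these data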;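 note: 0% = DMSO wells median and 100% = median of wells with control inhibitor compound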
#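 Measured by: Kinase-Glo luciferase luminescence reporting remaining unconsumed ATP. Material: purified T. brucei MetRS enzyme. Doses: 11.9 µM compound single dose, 0.9% DMSO. Medium: HEPES buffer containing pyrophosphatase, BSA, spermine, DTT. Times: 15 min preincubation, 2 h reaction, all 25 °C. Reagent: methionine, ATP and bulk E. coli tRNA.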
# SUMO1-SIM PPI = alters human SUMO1 binding to SIM partners | P63165 | SUMO1 binding to a labelled peptide, TR-FRET, 1 h | inhibition, % at 20 µM | hit rate 0.33% among 360,000 | AID 602429; in the data active = inhibition above about 37%
# Target sequence (P63165 whole entry, looked up): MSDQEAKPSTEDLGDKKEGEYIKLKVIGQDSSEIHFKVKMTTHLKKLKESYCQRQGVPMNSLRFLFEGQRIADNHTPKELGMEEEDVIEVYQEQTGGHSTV
# Neddyl block = blocks human cullin neddylation; P61081+Q13564; TR-FRET cullin neddylation, biochemical; calls only at 25 µM; hit rate 0.58% among 360,000; in the data active = inhibition above about 36%
# SKN-1 block = blocks SKN-1 activity in C. elegans. C. elegans VP596 Pgst-4::GFP/RFP ratio, acrylamide-induced, 24 h. inhibition, % at 21.8 µM. hit rate 0.49% among 360,000. AID 624304;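 active = interference check ratio from 0.5 to 1.5 plus GFP to RFP signal ratio inhibition reaching or exceeding a fixed threshold, cut at about 30% in these data, passing the limit was not always enough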; note: some compounds called inactive have numbers as strong as hits
# Scp-1 inhibitor = Scp-1 (human) phosphatase inhibition; Q9GZU7; Recombinant Scp1, phosphopeptide, malachite green phosphate absorbance; inhibition, % at 20 µM; hit rate 0.88% among 340,000;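 active = inhibition above about 50% at 20 µM, limit read from the data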;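 note: plate controls were DMSO wells with enzyme for no effect and wells lacking enzyme for full effect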
#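 Times: enzyme reaction 45 min at room temperature, colour 5 min, stabilisation 30 min. Material: SCP-1 catalytic fragment, aa 76-261. Medium: Acidic Tris acetate buffer with magnesium and detergent. Signal: colorimetric free-phosphate detection, absorbance 630 nm. Read-out basis: % inhibition of SCP-1 phosphate liberation. Reagent: Phosphorylated 17-residue peptide substrate.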
# STEP block = inhibitors of human striatal-enriched phosphatase STEP | P54829 | recombinant STEP, OMFP fluorogenic substrate, fluorescence | inhibition, % at 20 µM | hit rate 0.25% among 360,000;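 active = inhibition at 20 µM, scaled per plate between control wells, above about 37%, limit read from the data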;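 note: 0% = DMSO with enzyme and substrate and 100% = substrate only without enzyme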
#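 Also added – OMFP at 25 µM · Test system – STEP tyrosine phosphatase · Technique – FITC-channel fluorescence of OMFP product · Schedule – 20 min at room temperature, dark · Evaluation – control-normalized % inhibition with plate pattern correction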
# LMPTP inh = blocks human LMPTP phosphatase | P24666 | recombinant LMPTP-A, OMFP fluorogenic substrate, fluorescence intensity | inhibition, % at 20 µM | hit rate 0.22% among 360,000 | AID 651560;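 active = compounds that cut the enzyme signal by at least half of the control window in the single-dose screen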;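 note: plate controls were DMSO wells with enzyme plus substrate for no effect and substrate without enzyme for full effect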
#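 Test system: LMPTP-A phosphatase enzyme. Amount: LMPTP-A at 0.625 nM final in the reaction. Reagent: OMFP substrate, 400 µM final. Times: 50 min at room temperature. Signal: endpoint fluorescence intensity from OMFP dephosphorylation. Read-out basis: % inhibition. Benchmarks: no-enzyme and uninhibited controls.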
# CendR NRP1 mod = modulators of CendR peptide binding to human neuropilin-1; O14786; FAM-RPARPAR peptide binding to NRP-1, fluorescence polarization; inhibition, % at 25 µM; hit rate 0.85% among 360,000; AID 602438;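 active = inhibition or corrected inhibition above about 18%, plus a signal ratio from 0.5 to 1.5, limit read from the data, passing the limit was not always enough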; note: strong numbers were not always called active
# Target sequence (O14786 whole entry, looked up): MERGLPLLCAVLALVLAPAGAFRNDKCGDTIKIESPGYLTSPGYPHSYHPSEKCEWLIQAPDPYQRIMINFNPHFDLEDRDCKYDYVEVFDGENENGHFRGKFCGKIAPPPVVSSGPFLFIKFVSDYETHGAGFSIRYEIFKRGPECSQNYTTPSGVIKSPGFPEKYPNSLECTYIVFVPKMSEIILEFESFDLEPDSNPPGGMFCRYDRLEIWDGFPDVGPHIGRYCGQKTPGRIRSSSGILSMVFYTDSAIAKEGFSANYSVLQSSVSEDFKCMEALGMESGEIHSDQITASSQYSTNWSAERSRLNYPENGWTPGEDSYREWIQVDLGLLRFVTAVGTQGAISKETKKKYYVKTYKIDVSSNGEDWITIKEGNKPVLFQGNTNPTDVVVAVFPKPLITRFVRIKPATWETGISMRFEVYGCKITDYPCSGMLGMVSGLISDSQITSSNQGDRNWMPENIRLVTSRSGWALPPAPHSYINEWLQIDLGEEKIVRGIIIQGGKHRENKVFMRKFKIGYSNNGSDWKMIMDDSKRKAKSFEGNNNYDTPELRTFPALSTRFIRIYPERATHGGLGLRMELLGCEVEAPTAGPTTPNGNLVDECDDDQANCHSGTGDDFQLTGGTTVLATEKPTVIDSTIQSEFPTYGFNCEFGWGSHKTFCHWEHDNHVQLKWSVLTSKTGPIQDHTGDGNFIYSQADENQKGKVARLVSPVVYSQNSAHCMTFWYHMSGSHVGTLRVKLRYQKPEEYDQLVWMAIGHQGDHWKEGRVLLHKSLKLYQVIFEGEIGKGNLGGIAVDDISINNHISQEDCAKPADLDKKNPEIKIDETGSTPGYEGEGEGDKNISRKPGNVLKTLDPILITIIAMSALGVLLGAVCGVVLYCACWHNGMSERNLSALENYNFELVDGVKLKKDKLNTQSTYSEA
# An asterisk follows results filed as active; i = inactive; . = not tested or not shown.
SMILES,NadD inh,DNMT1 inh,Tb MetRS inh,SUMO1-SIM PPI,Neddyl block,SKN-1 block,Scp-1 inhibitor,STEP block,LMPTP inh,CendR NRP1 mod
CC(=O)Nc1ccc(Oc2cc(C#N)c(C#N)cc2N2CCOCC2)cc1,4,-1,0.2,-3,i,-21,-2,0,-2.0,41*
CCCN(c1ccc(C(C)C)cc1)S(=O)(=O)c1c(C)noc1C,-4,5,-0.4,-3,i,-7,-6,3,2.4,2
COCCn1nnnc1C(c1ccc(Cl)cc1)N1CCN(C(=O)c2ccco2)CC1 (stereo unspecified),-1,1,-0.6,-5,i,19,5,-1,-2.6,0
COc1ccc(-n2c(CNC(=O)COc3ccc(Cl)cc3)n[nH]c2=S)cc1,-5,4,1.0,5,i,1,-11,3,0.8,13
CCOc1ccc(OCC)c(NC(=O)C2C3C=CC(O3)C2C(=O)NCc2ccco2)c1 (stereo unspecified),6,-14,-1.1,-3,i,6,-8,1,0.1,1
Cc1ccc(F)c(NC(=O)c2cncn2-c2ccccc2)c1,4,0,-0.2,2,i,4,-1,-1,0.2,-8
CCCN(CCC)c1nc(N(CCC)CCC)[nH]c(=O)n1,4,6,0.4,1,i,0,-1,1,-0.2,-6
CCN(CC)S(=O)(=O)c1cccc(-c2n[nH]c(=S)n2C)c1,1,-3,-1.5,8,i,0,3,-1,-1.4,7
COC(=O)CCCC1=CC2=C(c3ccccc3)C(=O)C(C)(OC(=O)C3CCCC3)C(=O)C2=CN1CCCCO (stereo unspecified),3,-5,-0.2,-19,i,-5,-3,0,0.8,20
Nc1ccn(CC(=O)NCc2ccccn2)c(=O)n1,2,6,-0.1,8,i,17,-8,0,0.0,0
COc1ccc(CNC(=O)C2CCC(=O)N(CC3CCCCC3)C2)cc1 (stereo unspecified),2,3,-0.2,-4,i,14,-2,-2,1.8,5
CCC(C)NC(=O)C(NS(=O)(=O)c1ccc2c(c1)c(=O)n(C)c(=O)n2C)c1ccccc1 (stereo unspecified),5,5,-0.8,3,i,-8,0,0,-0.9,2
CCN(c1ccccc1)S(=O)(=O)c1cccc(C(=O)NCC(c2cccs2)N(C)C)c1 (stereo unspecified),-11,-1,-1.0,0,i,-5,-7,1,-1.4,-4
Cc1c(NC(=O)CN2C(=O)NC3(CCCC3)C2=O)c(=O)n(-c2ccccc2)n1C,-2,3,-1.1,4,i,3,-3,0,-2.8,13
Cc1cc(C)c(S(=O)(=O)N2CCN(C(=O)C3CC3)CC2)c(C)c1,-4,1,-0.3,2,i,9,-7,0,-1.7,-2
COc1ccc(C)cc1S(=O)(=O)N(C)CC(=O)N1CCCC1,-2,-1,-1.1,1,i,7,-1,0,-1.7,9
CCOc1ccc(N(C(=O)c2snc(C(N)=O)c2N)C(C(=O)NCC2CCCO2)c2ccco2)cc1 (stereo unspecified),-6,-5,-1.0,-13,i,-10,4,-1,0.0,7
CCNS(=O)(=O)c1cc(-c2nnc(OC)c3ccccc23)ccc1C,-1,3,-0.1,8,i,0,-6,-4,-1.2,2
CCN(CCCNC(=O)C1CCN(S(=O)(=O)c2cnc[nH]2)CC1)c1ccccc1,4,1,0.1,9,i,12,-7,-2,0.1,12
Cc1ccc(SC(CC(=O)c2ccc(C)cc2)C(=O)O)cc1 (stereo unspecified),-3,1,-1.2,5,i,0,-7,-1,-2.4,-4
CCOC(=O)C1CCCCN1C(=O)c1oc2c(Cl)cc(C)cc2c1C (stereo unspecified),-2,1,-0.3,-3,i,-7,-5,1,2.7,4
COC(=O)c1cc(S(=O)(=O)N2CCC(C)CC2)ccc1F,-13,0,-0.2,-2,i,7,-4,-2,-0.6,-14
CCOC(=O)c1ccc(NC2c3ncccc3C(=O)N2Cc2ccc(F)cc2)cc1 (stereo unspecified),-12,-11,0.0,3,i,8,-4,-1,0.7,-1
CCCC(C)NC(=O)Cn1c(=O)c2c(ncn2CCC(C)C)n(Cc2ccccc2)c1=O (stereo unspecified),1,3,-0.5,4,i,-1,-3,-7,-1.4,3
Cc1csc(C(=O)O)c1NC(=O)c1ccc(F)cc1,-7,3,-1.3,1,i,-3,-7,-1,-1.9,7
CCOC(=O)CCC(=O)Nc1ccc(S(=O)(=O)N2CCc3ccccc32)cc1,2,-7,-0.4,4,i,10,-10,-1,0.0,-6
COc1ccc(CCN(C)S(=O)(=O)c2cn(C)c(=O)n(C)c2=O)cc1OC,-4,7,-0.3,-1,i,2,-8,-2,-0.8,0
O=C(O)COc1ccc2c(c1)OCCO2,1,1,-1.3,0,i,3,1,-3,-1.7,6
Clc1ccc2nc(C(Cl)(Cl)Cl)[nH]c2c1,-6,3,0.2,-2,i,-5,.,-2,-0.4,2
O=C(C(c1ccccc1)c1ccccc1)N1CC[C@@]2(O)CCCC[C@H]2C1,1,2,-0.8,0,i,-3,0,-1,-1.1,11

# As a short view, 2 of the compounds above:
SMILES,NadD inh,DNMT1 inh,Tb MetRS inh,SUMO1-SIM PPI,Neddyl block,SKN-1 block,Scp-1 inhibitor,STEP block,LMPTP inh,CendR NRP1 mod
O=C(O)COc1ccc2c(c1)OCCO2,1,1,-1.3,0,i,3,1,-3,-1.7,6
Clc1ccc2nc(C(Cl)(Cl)Cl)[nH]c2c1,-6,3,0.2,-2,i,-5,.,-2,-0.4,2

# Continuation.
SMILES,NadD inh,DNMT1 inh,Tb MetRS inh,SUMO1-SIM PPI,Neddyl block,SKN-1 block,Scp-1 inhibitor,STEP block,LMPTP inh,CendR NRP1 mod
O=C(CSc1ccc2nnc(CCNC(=O)c3ccc(F)cc3)n2n1)NCC1CCCO1 (stereo unspecified),-2,0,0.0,0,i,3,-5,2,-1.4,18
CS(=O)(=O)N1CCc2cc(S(=O)(=O)Nc3ccc4c(c3)OCCO4)ccc21,-4,-2,-0.2,5,i,5,-4,0,-0.5,-4
CCC(CC)C(=O)Nc1cccc(C(=O)N2CCOCC2)c1,-5,2,0.1,5,i,7,-4,1,-1.6,4
COC(=O)c1cc(=O)nc2scc(C)n12,2,1,-0.5,-2,i,16,-9,2,-1.9,5
COc1ccc2oc(N)c(C=O)c(=O)c2c1,1,26,-0.8,-2,i,9,-1,-1,-0.7,13
COc1ccc(CN2CCC(n3nccc3NC(=O)C3CCCC3)CC2)c(OC)c1,-6,-3,0.0,2,i,-6,12,-4,1.8,9
C=CCN1C(=O)C(Cc2ccc(OC)cc2)SC1=Nc1ccc(C(=O)O)cc1 (stereo unspecified),0,-3,0.7,0,i,14,-16,-1,-1.7,2
CCCCNCc1cc(Br)c(OCC(=O)NCc2ccccc2)c(OC)c1,-2,2,-0.3,-6,i,16,-1,0,-1.6,10
O=C(NCc1ccc2c(c1)OCO2)C(=S)N1CCOCC1,0,0,-0.2,2,i,-5,-2,-2,-0.3,-1
CCOC(=O)N1CCC(NC(=O)C2CCN(S(=O)(=O)c3c(C)noc3C)CC2)CC1,1,0,-0.2,2,i,12,-8,-4,0.9,4
COc1ccc(OC)c(NC(=O)[C@@H]2CCCN2C(=O)c2cccs2)c1,0,-6,-0.2,0,i,3,-6,14,-0.4,16
Cc1cc(C)c2c(=O)[nH]c(SCC(=O)c3ccc(C(C)C)cc3)nc2n1,20,0,0.2,5,i,-13,-5,2,0.3,-25
Cc1ccc(S(=O)(=O)CCC(=O)Nc2sccc2C#N)cc1,1,1,-0.1,3,i,18,-2,2,0.7,-15
CCOC(=O)c1c(NC(=O)c2noc(C)c2[N+](=O)[O-])sc(C(C)=O)c1C,5,3,-1.3,-9,i,-2,-7,-1,-1.1,5
CCOc1ccc(CNC(=O)C(C)n2nc(C)c3c(C)n(-c4ccccc4)nc3c2=O)cc1 (stereo unspecified),1,2,0.2,-13,i,-8,-7,-1,0.3,1

# Compound profiles, as listed above:
# CCC(C)NC(=O)C(NS(=O)(=O)c1ccc2c(c1)c(=O)n(C)c(=O)n2C)c1ccccc1 (stereo unspecified) as listed: NadD inh: 5; DNMT1 inh: 5; Tb MetRS inh: -0.8; SUMO1-SIM PPI: 3; Neddyl block: i; SKN-1 block: -8; Scp-1 inhibitor: 0; STEP block: 0; LMPTP inh: -0.9; CendR NRP1 mod: 2
# COc1ccc(CCN(C)S(=O)(=O)c2cn(C)c(=O)n(C)c2=O)cc1OC as listed: NadD inh: -4; DNMT1 inh: 7; Tb MetRS inh: -0.3; SUMO1-SIM PPI: -1; Neddyl block: i; SKN-1 block: 2; Scp-1 inhibitor: -8; STEP block: -2; LMPTP inh: -0.8; CendR NRP1 mod: 0

# Going on with the list:
SMILES,NadD inh,DNMT1 inh,Tb MetRS inh,SUMO1-SIM PPI,Neddyl block,SKN-1 block,Scp-1 inhibitor,STEP block,LMPTP inh,CendR NRP1 mod
COc1ccccc1N(C)S(=O)(=O)c1ccc(C(=O)OC(C)C(=O)NCc2ccc3c(c2)OCO3)cc1 (stereo unspecified),-12,3,0.1,8,i,-2,-6,1,2.4,8
CC(C(=O)N1CCN(C)CC1)N1C(=O)c2ccccc2C1=O (stereo unspecified),-2,-2,-1.0,-5,i,36*,-7,1,-4.0,-12
CC1=CC(c2ccccc2)n2nc(NS(=O)(=O)c3ccc(C)cc3)nc2N1 (stereo unspecified),2,1,0.4,8,.,9,-3,0,-0.5,-7
CC(=O)Nc1ccccc1S(=O)(=O)CC1CC1(Cl)Cl (stereo unspecified),-3,2,0.9,3,i,-4,-4,1,-1.1,-9
Cc1[nH]c2ccccc2c1N=Nc1cccc(C(=O)O)c1,1,-2,0.0,1,i,8,-10,-6,0.4,-8
CC(=O)Nc1ccc(CNc2nc(NCC3CC3)nc3ccsc23)cc1,-10,0,0.5,1,i,7,.,4,60*,-6
CCOc1ccc(-c2noc([C@@H]3O[C@H](CO)[C@@H](O)[C@H]3O)n2)cc1,2,-1,0.1,0,i,5,.,1,-0.7,4
Cc1c(Cl)cccc1N1CC(C(=O)Nc2nccs2)CC1=O (stereo unspecified),4,-1,0.1,0,i,-14,4,0,-1.1,11
CC(c1ccccc1)n1cc(C(=O)NCCN2CCOCC2)nn1 (stereo unspecified),7,0,-0.7,0,i,-7,-3,-2,-0.4,2
COCc1cc(C)nc(OCC(=O)N/N=C/c2cc(C)n(-c3c(C)cccc3C)c2C)c1C#N,21,-6,0.4,3,i,10,1,-2,-0.1,-7
Cc1ccc(C(=O)NCCc2nnc3ccc(NCCCN4CCOCC4)nn23)cc1,-4,-1,0.1,-8,i,-4,1,0,-8.1,11
Cc1ccc(N=Cc2c(O)n(-c3nccs3)c(=O)c3ccccc23)c(C)c1,20,15,-0.1,-4,i,-6,51*,-9,-1.0,19
CN(C(=O)CSc1ncnc2sc3c(c12)CCCC3)C1CCS(=O)(=O)C1 (stereo unspecified),0,-2,-0.4,2,i,20,-10,-1,-1.7,-21
O=C(NCc1ccccn1)c1ccc(OC2CCN(Cc3ccc(F)cc3F)CC2)cc1,-4,1,-0.6,1,i,-2,-6,-2,-1.6,-8
